SR-BI DiI inh = inhibitors of mouse SR-BI mediated HDL lipid uptake; Q61009; ldlA[mSR-BI] CHO cells, DiI-HDL uptake fluorescence, 3 h; inhibition, % at 12.5 µM; 320,000 tested, 0.96% active;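 active = mean replicate inhibition of at least 70% and a set share of replicates each scoring 70 or more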;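 also: 0% = median of neutral control wells and 100% = median of positive control wells; values of inactives mirror those of a sister screen read the other way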
Target sequence (Q61009 whole entry, looked up): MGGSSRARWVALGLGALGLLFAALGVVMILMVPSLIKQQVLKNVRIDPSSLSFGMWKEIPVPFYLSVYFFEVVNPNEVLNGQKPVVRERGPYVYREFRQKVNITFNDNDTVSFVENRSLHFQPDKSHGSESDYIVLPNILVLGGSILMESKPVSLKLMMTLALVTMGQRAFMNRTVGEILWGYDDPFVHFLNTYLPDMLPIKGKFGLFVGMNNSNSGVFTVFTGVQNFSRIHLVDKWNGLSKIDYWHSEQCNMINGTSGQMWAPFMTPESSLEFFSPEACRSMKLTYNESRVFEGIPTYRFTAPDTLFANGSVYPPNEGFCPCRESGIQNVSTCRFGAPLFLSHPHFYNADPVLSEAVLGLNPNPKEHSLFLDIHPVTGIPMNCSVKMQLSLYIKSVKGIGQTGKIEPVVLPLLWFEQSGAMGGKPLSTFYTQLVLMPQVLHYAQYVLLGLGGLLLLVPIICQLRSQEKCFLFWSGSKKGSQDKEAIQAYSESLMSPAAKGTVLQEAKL
HTR5A ag = counter-screen for OPRM1-OPRD1 agonists: human HTR5A agonism | 340,000 tested, 0.61% active | activation, % at 9.3 µM | P47898 | HTR5A agonist assay, luminescence, cell-based; in the data active = activation mostly above about 9.5%, no sharp cut-off; inactive = mostly below about 7.6%;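 also: 0% = cells with vehicle only and 100% = reference agonist; strong numbers were not always called active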
Target sequence (P47898 whole entry, looked up): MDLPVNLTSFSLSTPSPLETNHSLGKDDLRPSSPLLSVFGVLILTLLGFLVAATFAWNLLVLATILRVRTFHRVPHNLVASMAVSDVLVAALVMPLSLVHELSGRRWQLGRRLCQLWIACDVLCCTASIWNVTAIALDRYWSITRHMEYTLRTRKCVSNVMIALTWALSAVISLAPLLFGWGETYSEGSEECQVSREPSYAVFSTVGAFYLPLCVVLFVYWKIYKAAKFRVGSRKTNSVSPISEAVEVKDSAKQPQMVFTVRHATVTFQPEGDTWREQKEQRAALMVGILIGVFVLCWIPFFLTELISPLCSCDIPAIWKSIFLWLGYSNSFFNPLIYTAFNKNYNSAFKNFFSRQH
NSD2 HMT inh = NSD2 (human) methyltransferase inhibition | NSD2 peptide methylation, AlphaScreen, 120 min | O96028 | 310,000 tested, 0.54% active | AID 743445 | inhibition, % at 12.5 µM; in the data active = inhibition above about 50%
MITF act = increases MITF-driven TRPM1 promoter luciferase signal; SK-MEL-5 TRPM1-promoter luciferase, 24 h; % of positive control, neutral wells = 0; activation, % at 12.5 µM; 300,000 tested, 0.75% active;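 active = mean activation of at least 80% with every replicate also reaching 80%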;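 also: 0% = neutral control wells and 100% = parthenolide positive control wells; values of inactives mirror those of a sister screen read the other way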
Wnt bcat act = Wnt/beta-catenin pathway activation. Wnt/beta-catenin reporter cell assay, activator, plate reader. activation, % at 9.35 µM. 300,000 tested, 1.2% active. AID 743398; in the data active = activation above about 30%, passing the limit was not always enough;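 also: 0% = neutral control wells and 100% = positive control wells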
dFosB activator = mouse delta FosB homodimer activation; P13346; purified delta FosB, TAMRA-CDK5 oligo fluorescence polarization; percent of positive-control signal above neutral wells; activation, % at 25 µM; 340,000 tested, 0.99% active;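 active = mean activation above about 17%, with every replicate also reaching it, limit read from the data, passing the limit was not always enough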;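 also: fluorescence polarization rise as delta FosB binds a TAMRA Cdk5 AP-1 oligo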
PvdQ inh = blocks Pseudomonas aeruginosa PvdQ acylase activity | purified PvdQ acylase, fluorescence plate reader | inhibition, % at 10 µM | 340,000 tested, 0.063% active | AID 488965; in the data active = inhibition above about 30%, passing the limit was not always enough;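 also: 0% = vehicle neutral wells and 100% = reference inhibitor wells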
HTR5A inv ctr = counter-screen for OPRM1-OPRD1 inverse agonists: human HTR5A inverse agonism. P47898. HTR5A cell line, luminescence. inhibition, % at 9.3 µM. 340,000 tested, 0.083% active. AID 504634; in the data active = inhibition mostly above about 23%, no sharp cut-off; inactive = mostly below about 18%;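 also: 0% = cells with DMSO and 100% = no-cell wells with DMSO; some compounds called inactive have numbers as strong as hits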
V-ATPase pHluor = alters yeast V-ATPase proton transport; 350,000 tested, 0.37% active; response, % at 10 µM; S. cerevisiae, pHLuorin cytosolic pH fluorescence; in the data active = response mostly above about 7.3%, no sharp cut-off; inactive = mostly below about 5.4%; also: actives read high; inactives centre near 0; some compounds called inactive have numbers as strong as hits; reference of the scale not given here
CDK5 inh = blocks human CDK5/p35 kinase activity; Recombinant CDK5/p35, ADP-Glo luminescence, 60 min; AID 488839; inhibition, % at 10 µM; 330,000 tested, 0.01% active; Q00535+Q15078;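 active = highest replicate inhibition of at least 50% and at least 75% of replicates reaching 50%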;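 also: plate controls were DMSO neutral control for no effect and GW8510 at 10 µM for full effect; many of its hits are not listed in these tables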
An asterisk follows results filed as active.

For CN1CCN(c2ccc(S(=O)(=O)N3CCCCC3)cn2)CC1 the results were SR-BI DiI inh -6, HTR5A ag -2, NSD2 HMT inh 6, MITF act -2, dFosB activator -7, PvdQ inh 6, HTR5A inv ctr -1, V-ATPase pHluor 5 and CDK5 inh -0.3.
For CCOC(=O)c1cc(C#N)c(Nc2ccccc2OC)nc1C(F)(F)F the results were SR-BI DiI inh 60, HTR5A ag -1, NSD2 HMT inh -1, MITF act 15, Wnt bcat act 1, dFosB activator 0, PvdQ inh -10, HTR5A inv ctr 11, V-ATPase pHluor -15 and CDK5 inh 0.1.
Screening Cc1ccccc1N(CC(=O)NC1CCCC1)C(=O)CS(=O)CC(=O)Nc1ccc2c(c1)OCO2 (centres undefined) returned SR-BI DiI inh 22, HTR5A ag 3, NSD2 HMT inh 2, MITF act 3, dFosB activator -4, PvdQ inh -13, HTR5A inv ctr -53, V-ATPase pHluor -1 and CDK5 inh 4.4.
Screening O=C(Nc1cccc(F)c1)NC1CCCc2ccccc21 (centres undefined) returned SR-BI DiI inh 35, HTR5A ag 1, NSD2 HMT inh -5, MITF act 12, Wnt bcat act 0, dFosB activator -21, PvdQ inh -12, HTR5A inv ctr -3, V-ATPase pHluor -1 and CDK5 inh -1.1.
Cn1c(SCC(=O)NCc2ccc3c(c2)OCO3)nnc1-c1cccs1 was read as SR-BI DiI inh -17, HTR5A ag 5, NSD2 HMT inh -2, Wnt bcat act -3, dFosB activator -3, PvdQ inh -3, HTR5A inv ctr -13, V-ATPase pHluor -3 and CDK5 inh 1.4.
Cc1ccccc1C(=O)NC(=S)Nc1ncccn1 was read as SR-BI DiI inh -7, HTR5A ag 10, NSD2 HMT inh 0, MITF act 39, Wnt bcat act 3, dFosB activator -13, PvdQ inh -14, HTR5A inv ctr -13, V-ATPase pHluor -3 and CDK5 inh -0.6.
Cc1cccc(C)c1NC(=O)CN(C)CC(=O)Nc1ccccc1Br was read as SR-BI DiI inh -5, HTR5A ag 0, NSD2 HMT inh -4, MITF act -10, Wnt bcat act -5, dFosB activator 4, PvdQ inh -12, HTR5A inv ctr 17, V-ATPase pHluor -8 and CDK5 inh 0.8.
For CCOCCCNC(=O)CSc1ccccc1 the results were SR-BI DiI inh 2, HTR5A ag -1, NSD2 HMT inh -1, MITF act 13, Wnt bcat act -2, dFosB activator 4, PvdQ inh 0, HTR5A inv ctr -1, V-ATPase pHluor -2 and CDK5 inh 0.4.
CCC(=O)OCCn1c(=O)c2ccccc2c2ccccc2c1=O was read as SR-BI DiI inh -42, HTR5A ag -5, NSD2 HMT inh 0, MITF act -5, Wnt bcat act 1, dFosB activator -2, PvdQ inh -9, HTR5A inv ctr 13, V-ATPase pHluor -2 and CDK5 inh 3.3.
`COc1ccc(CCNC(=O)CSc2nnc(-c3cccc(F)c3)o2)cc1OC` gave SR-BI DiI inh -4, HTR5A ag 1, NSD2 HMT inh -2, MITF act -18, Wnt bcat act -3, dFosB activator -5, PvdQ inh 3, HTR5A inv ctr 16, V-ATPase pHluor -2 and CDK5 inh 1.7.
For Cc1ccc(C(=O)NCC(=O)OCCOc2ccccc2Cl)cc1 the results were SR-BI DiI inh -34, HTR5A ag 0, NSD2 HMT inh -2, MITF act 32, Wnt bcat act 0, dFosB activator -10, PvdQ inh 11, HTR5A inv ctr 0, V-ATPase pHluor 4 and CDK5 inh 1.1.
Screening COc1ccc(-c2cc([C@H]3[C@@H]4C=CCC[C@@]4(C)C(=O)N3Cc3ccccc3)ccc2F)cc1OC returned SR-BI DiI inh 36, HTR5A ag -1, MITF act 7, Wnt bcat act -1, dFosB activator -4, PvdQ inh -13, HTR5A inv ctr 5, V-ATPase pHluor 2 and CDK5 inh 1.2.

The last 5 compounds of the part before are carried over, then new ones follow:
For CCOCCCNC(=O)CSc1ccccc1 the results were SR-BI DiI inh 2, HTR5A ag -1, NSD2 HMT inh -1, MITF act 13, Wnt bcat act -2, dFosB activator 4, PvdQ inh 0, HTR5A inv ctr -1, V-ATPase pHluor -2 and CDK5 inh 0.4.
CCC(=O)OCCn1c(=O)c2ccccc2c2ccccc2c1=O was read as SR-BI DiI inh -42, HTR5A ag -5, NSD2 HMT inh 0, MITF act -5, Wnt bcat act 1, dFosB activator -2, PvdQ inh -9, HTR5A inv ctr 13, V-ATPase pHluor -2 and CDK5 inh 3.3.
`COc1ccc(CCNC(=O)CSc2nnc(-c3cccc(F)c3)o2)cc1OC` gave SR-BI DiI inh -4, HTR5A ag 1, NSD2 HMT inh -2, MITF act -18, Wnt bcat act -3, dFosB activator -5, PvdQ inh 3, HTR5A inv ctr 16, V-ATPase pHluor -2 and CDK5 inh 1.7.
For Cc1ccc(C(=O)NCC(=O)OCCOc2ccccc2Cl)cc1 the results were SR-BI DiI inh -34, HTR5A ag 0, NSD2 HMT inh -2, MITF act 32, Wnt bcat act 0, dFosB activator -10, PvdQ inh 11, HTR5A inv ctr 0, V-ATPase pHluor 4 and CDK5 inh 1.1.
Screening COc1ccc(-c2cc([C@H]3[C@@H]4C=CCC[C@@]4(C)C(=O)N3Cc3ccccc3)ccc2F)cc1OC returned SR-BI DiI inh 36, HTR5A ag -1, MITF act 7, Wnt bcat act -1, dFosB activator -4, PvdQ inh -13, HTR5A inv ctr 5, V-ATPase pHluor 2 and CDK5 inh 1.2.
Screening O=C(O)C1CCCN(CCC=C(c2ccccc2)c2ccccc2)C1 (centres undefined) returned SR-BI DiI inh -2, HTR5A ag 4, MITF act 6, Wnt bcat act 4, dFosB activator 2, PvdQ inh -5, HTR5A inv ctr -11, V-ATPase pHluor 0 and CDK5 inh -0.2.
`O=C(CN1CCc2ccccc2C1)Nc1ccc(F)cc1` gave HTR5A ag 4, NSD2 HMT inh 0, MITF act -1, Wnt bcat act 1, dFosB activator -5, PvdQ inh -14, HTR5A inv ctr -22, V-ATPase pHluor -1 and CDK5 inh 2.0.
O=C(O)c1ccc(COCC(F)(F)F)cc1 was read as SR-BI DiI inh -17, HTR5A ag 1, NSD2 HMT inh -6, MITF act -3, Wnt bcat act 1, dFosB activator -2, PvdQ inh 5, HTR5A inv ctr -2, V-ATPase pHluor 1 and CDK5 inh 0.7.
`Cc1ccc(/C(N)=N/OC(=O)C23CC4CC(CC(C4)C2)C3)cc1` gave SR-BI DiI inh -5, HTR5A ag 5, NSD2 HMT inh -1, Wnt bcat act 17, dFosB activator -8, PvdQ inh -4, HTR5A inv ctr 20, V-ATPase pHluor 2 and CDK5 inh 0.0.
Cc1cn(S(=O)(=O)c2ccccc2[N+](=O)[O-])cn1 was read as SR-BI DiI inh -30, HTR5A ag 2, NSD2 HMT inh 1, MITF act -4, Wnt bcat act -7, dFosB activator 4, PvdQ inh 1, HTR5A inv ctr -17, V-ATPase pHluor -1 and CDK5 inh 2.0.
`Cc1ccc(C)c(C(=O)N(C)CC(=O)Nc2ccccc2C(F)(F)F)c1` gave SR-BI DiI inh 5, HTR5A ag 4, NSD2 HMT inh -2, Wnt bcat act -1, dFosB activator -4, PvdQ inh -3, HTR5A inv ctr -1, V-ATPase pHluor -1 and CDK5 inh 1.9.
For COCCNC(=O)C(c1ccc(C)o1)N(CCOC)C(=O)Cn1nnc2ccccc21 (centres undefined) the results were SR-BI DiI inh -3, HTR5A ag 4, NSD2 HMT inh -2, MITF act -9, Wnt bcat act -1, dFosB activator -4, PvdQ inh -10, HTR5A inv ctr -1, V-ATPase pHluor -3 and CDK5 inh 2.1.
Screening O=C1N[C@@H](Cc2cnc[nH]2)C(=O)N2CCC[C@@H]12 returned SR-BI DiI inh 9, HTR5A ag -1, MITF act -12, Wnt bcat act -7, dFosB activator 1, PvdQ inh 7, HTR5A inv ctr 3, V-ATPase pHluor 3 and CDK5 inh -0.8.
Screening COc1ccc([N+](=O)[O-])cc1-c1nc2ccccc2nc1-c1ccccc1 returned SR-BI DiI inh 38, HTR5A ag 0, NSD2 HMT inh 2, Wnt bcat act -1, dFosB activator 1, PvdQ inh 1, HTR5A inv ctr 1, V-ATPase pHluor 0 and CDK5 inh -0.9.
For COc1ccc(CC(=O)N/N=C/c2cccs2)cc1OC the results were SR-BI DiI inh 15, HTR5A ag -4, NSD2 HMT inh -1, MITF act -3, Wnt bcat act -3, dFosB activator -4, PvdQ inh -15, HTR5A inv ctr 13, V-ATPase pHluor -2 and CDK5 inh -0.1.
For O=C(CSc1nc2ncccc2[nH]1)NCCc1ccccc1 the results were SR-BI DiI inh -22, HTR5A ag -1, MITF act 8, Wnt bcat act 2, dFosB activator -6, PvdQ inh -10, HTR5A inv ctr 4, V-ATPase pHluor -4 and CDK5 inh 0.5.
Screening CC(=O)c1cc(CN2CCN(CCc3ccccc3)C(CCO)C2)cs1 (centres undefined) returned SR-BI DiI inh -13, HTR5A ag -5, NSD2 HMT inh 2, MITF act 16, Wnt bcat act -1, dFosB activator 0, PvdQ inh -15, HTR5A inv ctr 13, V-ATPase pHluor -3 and CDK5 inh -0.1.
Screening O=C(O)CC(c1ccc(Cl)cc1)N1Cc2ccccc2C1=O (centres undefined) returned SR-BI DiI inh 2, HTR5A ag 0, NSD2 HMT inh 1, MITF act -4, Wnt bcat act -1, dFosB activator -4, PvdQ inh -13, HTR5A inv ctr 1, V-ATPase pHluor -1 and CDK5 inh -1.2.
O=C(CCc1ccccc1)NNC(=O)c1ccccc1F was read as SR-BI DiI inh -15, HTR5A ag 3, NSD2 HMT inh -1, MITF act -6, Wnt bcat act 0, dFosB activator -1, PvdQ inh -5, HTR5A inv ctr 7, V-ATPase pHluor -2 and CDK5 inh -7.2.
`O=C(COC(=O)CNC(=O)c1ccc(Cl)c([N+](=O)[O-])c1)NNC(=O)c1cccs1` gave SR-BI DiI inh -7, HTR5A ag -6, NSD2 HMT inh 0, MITF act -4, Wnt bcat act 1, dFosB activator -6, PvdQ inh -16, HTR5A inv ctr 15, V-ATPase pHluor 8 and CDK5 inh -0.3.
For O=C(CSc1nnc2ccccn12)NNC(=O)c1cccc(Cl)c1 the results were SR-BI DiI inh -4, HTR5A ag -1, NSD2 HMT inh 0, MITF act 3, Wnt bcat act -3, dFosB activator 0, PvdQ inh -7, HTR5A inv ctr 5, V-ATPase pHluor 1 and CDK5 inh -0.2.
Screening O=C1/C(=C/c2cccs2)SC(=S)N1c1cccc(O)c1 returned HTR5A ag 1, MITF act 28, Wnt bcat act 30, dFosB activator 0, PvdQ inh 7, HTR5A inv ctr -5, V-ATPase pHluor -3 and CDK5 inh 0.7.
COc1ccc(C(C)=O)cc1CC(=O)Nc1ccccc1-c1ccccc1 was read as SR-BI DiI inh 24, HTR5A ag -3, NSD2 HMT inh -2, MITF act 1, Wnt bcat act -1, dFosB activator -7, PvdQ inh -11, HTR5A inv ctr -9, V-ATPase pHluor -5 and CDK5 inh 1.3.
Cc1cc([N+](=O)[O-])cnc1Sc1nccn1C was read as SR-BI DiI inh 14, HTR5A ag 1, NSD2 HMT inh 0, MITF act -7, Wnt bcat act -4, dFosB activator 3, PvdQ inh -11, HTR5A inv ctr -2, V-ATPase pHluor 5 and CDK5 inh -1.4.
Cc1nnc(SCC(=O)NCCN2C(=O)CSC2=O)s1 was read as SR-BI DiI inh 5, HTR5A ag 6, NSD2 HMT inh -1, dFosB activator -2, PvdQ inh -14, HTR5A inv ctr -27, V-ATPase pHluor -1 and CDK5 inh -0.1.
